# ABCB6 inh 2: ABCB6 transporter inhibitors, primary screen, K562-ABCB6 cells, flow cytometry, MLPCN library | ATP-binding cassette sub-family B member 6 (Homo sapiens), Q9NP58 | K562-ABCB6 porphyrin accumulation, 1 h; active compounds read low | fluorescence ratio to DMSO, % at 10 µM | 360,000 compounds, 0.19% hits | AID 602162, 2011;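 active = fluorescence ratio to DMSO below 75%, the collection mean minus 3 SD; inconclusive = too few cells collected in the well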;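 also: signal is porphyrin accumulated inside mitochondria; 100% equals median channel fluorescence of DMSO control wells; lower ratio means ABCB6 inhibition with less porphyrin fluorescence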
# N-glyco inh: increase of ERlucT glycosylation luciferase signal, primary screen, N-linked glycosylation inhibitor project, D54 ERlucT cells, luminescence, set 2; 360,000 compounds, 0.23% hits; AID 588692, 2011; D54 ERlucT glycosylation luciferase reporter, 24 h; percent of 100 nM tunicamycin response; reporter increase, % at 12.5 µM;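 active = mean luciferase reporter signal, scaled so untreated is 0 and the glycosylation-blocking control 100, at or above a set limit in every replicate; inconclusive = mean reaches the limit but not every replicate does; inactive = mean below the limit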;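 also: luciferase carries N-glycosylation sites so blocking glycosylation raises the light; 0% = median of neutral control wells and 100% = median of 100 nM tunicamycin wells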
# TLR9-MyD88 block: inhibitors of TLR9-MyD88 association in cells, primary screen, cell-based, CHO, BLA complementation, fluorescence; Toll-like receptor 9 (Homo sapiens) + Myeloid differentiation primary response protein …; CCF4 FRET ratio; inhibition, % at 4.98 µM; 340,000 compounds, 0.21% hits; AID 504734, 2011;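 active = inhibition above the mean over all tested compounds plus 3 SD, cut at about 21% in these data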;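 also: 0% = DMSO only wells and 100% = clavulanate BLA inhibitor control wells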
# Exocytosis inh: LAMP-1 surface exposure blockers, TALL-104 cells – cell-based, flow cytometry, MLPCN library, primary screen. 360,000 compounds, 0.66% hits. TALL-104 LAMP-1 surface exposure; cells stimulated with thapsigargin and PMA. inhibition, % at 10 µM;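 active = inhibition above about 55%, limit read from the data; inconclusive = no clear call, values can overlap the other calls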
# MC4R barr agon: MC4R agonists recruiting beta-arrestin, primary screen, cell-based, luminescence, agonist arm of biased-ligand search. Melanocortin receptor 4 (Homo sapiens), P32245. U2OS MC4R beta-arrestin complementation; percent of melanotan II response, DMSO zero. activation, % at 8.9 µM. 360,000 compounds, 0.98% hits;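 active = activation above a per-plate cutoff, the mean activation of sample wells on that plate plus 3 SD, cut at about 8% in these data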
# NOD2 RIPK2 PPI: NOD2-RIPK2 binding disruptors in cells, primary screen, fluorescence, CHO cells, BLA complementation; Receptor-interacting serine/threonine-protein kinase 2 (Homo sapiens), O43353; CCF4 ratio; inhibition, % at 4.98 µM; 360,000 compounds, 0.38% hits; AID 624267, 2012; in the data active = inhibition above about 21%;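 also: 0% = vehicle only and 100% = reference blocker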
# MC4R antag cAMP: MC4R antagonists of cAMP signaling, primary screen, cell-based, TR-FRET, antagonist arm of biased-ligand search; Melanocortin receptor 4 (Homo sapiens), P32245; MC4R-expressing cells, MTII-stimulated cAMP, LANCE TR-FRET; inhibition, % at 6.5 µM; 360,000 compounds, 0.48% hits;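 active = inhibition above its plate's cutoff, the mean of tested wells on that plate plus 3 SD, cut at about 29% in these data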;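 also: 0% = Melanotan II alone and 100% = Melanotan II plus saturating MCL0020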
#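 System – human MC4R-expressing U2OS cells · Also added – Melanotan II · Dosing – one concentration, 6.5 µM nominal · Timing – 30-min compound, 1-h challenge, 1-h detection, room temperature · Measured by – Eu-cAMP/anti-cAMP TR-FRET, emission 671 nm · Replicates – singlicate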
# Vif inh: HIV Vif self-association inhibitors, primary screen, imaging, HEK293T, single point | HEK293T cells, Vif self-association by quenched fluorescence, 24 h | 340,000 compounds, 0.35% hits | AID 602346, 2012 | inhibition, % at 7.49 µM; in the data active = inhibition above about 50%, passing the limit was not always enough; inconclusive = no clear call, values can overlap the other calls; inactive = below about 31%; also: some results filed as inactive read as strong as hits
# aDG glyco up: activators of alpha-DG glycosylation, primary screen, uHTS, Pro5-aDG cells, AlphaScreen | alpha-DG glycosylation AlphaScreen (IIH6); 0% Pro5, 100% B10-LARGE cell signal | activation, % at 10 µM | 360,000 compounds, 0.22% hits | AID 624168, 2012;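 active = activation of at least 8% versus controls, or a plate z-score of at least 8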;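 also: Pro5 are CHO cells carrying HIG-tagged alpha-DG that lacks glycosylation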
# ABHD5 PLIN5 PPI: ABHD5-PLIN5 interaction inhibitors, primary screen, cell lysate, split luciferase complementation, luminescence; Perilipin-5 (Homo sapiens) + 1-acylglycerol-3-phosphate O-acyltransferase ABHD5 (Homo …; Split G. princeps luciferase complementation, 4 h; inhibition, % at 4 µM; 360,000 compounds, 0.78% hits; AID 602281, 2012;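 active = inhibition above the mean inhibition across every tested compound plus 3 SD, cut at about 22% in these data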;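 also: 0% = DMSO only wells and the 100% control is not disclosed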
# An asterisk follows results filed as active; ? = inconclusive; . = no result given. These rows are one share of the data; count on the stated rates, not on these rows.
SMILES,ABCB6 inh 2,N-glyco inh,TLR9-MyD88 block,Exocytosis inh,MC4R barr agon,NOD2 RIPK2 PPI,MC4R antag cAMP,Vif inh,aDG glyco up,ABHD5 PLIN5 PPI
COc1cc(OC)cc(-c2nnc(SCC(=O)N(Cc3ccccc3)C(C)(C)C)o2)c1,99,0,-2,1,0.1,-1,3,-10,0.3,5
O=C1COc2ccc(C(=O)CSc3nnc(Cc4cccs4)n3-c3ccccc3)cc2N1,90,0,0,15,-1.7,-5,1,-10,0.0,1
COc1cc(SC)ccc1C(=O)NCc1ccc(C)cc1,96,-2,-4,-3,-1.6,-1,-2,-14,0.4,-5
C=CCc1cccc2cc(C(=O)NC(C)(C)C)c(=O)oc12,90,1,-4,-10,-0.9,-1,6,16,-0.1,-1
CC1(C(=O)CSc2nc3ccccc3s2)CCC(=O)O1 (configuration not stated),123,-2,0,-2,-1.6,-2,6,-3,-0.2,-12
Cc1ccc(NC(=O)CSCC(=O)N(C)Cc2c(F)cccc2Cl)cc1,97,0,8,11,-0.3,-10,-3,-5,0.3,-2
CCCCN1C(=O)/C(=C2\SC(N3CCCCC3)=NC2=O)c2ccccc21,95,-6,-7,-3,-0.7,-8,-5,-4,-0.5,-2
CC1CCc2c(sc3ncnc(SCC(=O)N(C)C4CCS(=O)(=O)C4)c23)C1 (configuration not stated),99,-1,-9,6,0.6,-6,8,3,0.0,-1
O=C(O)C1CC=CCC1C(=O)NCCCCc1ccccc1 (configuration not stated),101,1,8,0,-0.6,0,-4,-4,-0.2,2
CCn1c(SCC(=O)Nc2ccc(C)cc2)nc2nc3c(cc2c1=O)CCCC3,99,-3,-1,?,0.9,-9,-4,-13,0.1,4
COc1ccccc1OCC(=O)NC1CCSc2ccccc21 (configuration not stated),106,-1,-6,0,-0.2,-6,0,-1,0.1,6
COC(=O)c1ccc(COC(=O)c2cnccn2)cc1,98,8,-7,-2,-1.1,-11,-2,1,-0.2,-3
COc1ccc(CCNC(=O)c2cccc(S(=O)(=O)N3CCCCCC3)c2)cc1,91,-4,4,0,0.8,-3,3,-10,0.5,-11
CCOC(=O)c1ccc2c(c1)n(CC)c(C)[n+]2CC,105,4,6,-2,0.6,-8,6,2,-0.3,-2
COC(=O)c1cn(NC(=O)Cn2nc([N+](=O)[O-])c(Br)c2C)c(=O)c2ccccc12,97,2,-5,2,-2.7,-4,10,3,0.1,2
CC1(C)Oc2ccc3ccc(=O)oc3c2C[C@H]1O,68*,3,3,-3,-1.5,10,2,17,0.0,-8
CCc1ccc(/C=C2\CN(CC)Cc3c2nc2ccccc2c3C(=O)O)cc1,105,0,0,-1,-0.4,-4,0,-4,0.0,-2
CCCC(=O)NC(c1cccs1)c1cc([N+](=O)[O-])c2cccnc2c1O (configuration not stated),97,-10,-6,1,-3.6,-1,3,-5,0.5,11
Cc1nn(CC(=O)NCCc2ccccc2)c(=O)c2ccccc12,110,2,-3,10,0.4,-1,1,.,-0.1,-2
CC(CNC(=O)C(=O)NC(C)CCc1ccccc1)Cc1ccccc1 (configuration not stated),94,2,3,3,-0.9,-3,2,1,0.0,-4
C/C(CCC(C)C)=N\NS(=O)(=O)c1ccc(C)c([N+](=O)[O-])c1,93,0,3,-2,-1.2,-11,5,12,0.1,-3
COc1cccc(-c2nnc3n2N=C(c2cccc(Br)c2)CS3)c1,102,-3,-3,5,-0.8,-5,5,-2,0.2,0

# Part of the list above, set out differently:
Cc1ccc(NC(=O)CSCC(=O)N(C)Cc2c(F)cccc2Cl)cc1
  ABCB6 inh 2 = 97
  N-glyco inh = 0
  TLR9-MyD88 block = 8
  Exocytosis inh = 11
  MC4R barr agon = -0.3
  NOD2 RIPK2 PPI = -10
  MC4R antag cAMP = -3
  Vif inh = -5
  aDG glyco up = 0.3
  ABHD5 PLIN5 PPI = -2
CCCCN1C(=O)/C(=C2\SC(N3CCCCC3)=NC2=O)c2ccccc21
  ABCB6 inh 2 = 95
  N-glyco inh = -6
  TLR9-MyD88 block = -7
  Exocytosis inh = -3
  MC4R barr agon = -0.7
  NOD2 RIPK2 PPI = -8
  MC4R antag cAMP = -5
  Vif inh = -4
  aDG glyco up = -0.5
  ABHD5 PLIN5 PPI = -2
CC1CCc2c(sc3ncnc(SCC(=O)N(C)C4CCS(=O)(=O)C4)c23)C1 (configuration not stated)
  ABCB6 inh 2 = 99
  N-glyco inh = -1
  TLR9-MyD88 block = -9
  Exocytosis inh = 6
  MC4R barr agon = 0.6
  NOD2 RIPK2 PPI = -6
  MC4R antag cAMP = 8
  Vif inh = 3
  aDG glyco up = 0.0
  ABHD5 PLIN5 PPI = -1
O=C(O)C1CC=CCC1C(=O)NCCCCc1ccccc1 (configuration not stated)
  ABCB6 inh 2 = 101
  N-glyco inh = 1
  TLR9-MyD88 block = 8
  Exocytosis inh = 0
  MC4R barr agon = -0.6
  NOD2 RIPK2 PPI = 0
  MC4R antag cAMP = -4
  Vif inh = -4
  aDG glyco up = -0.2
  ABHD5 PLIN5 PPI = 2

# Single records (already shown).
# Results for CC1CCc2c(sc3ncnc(SCC(=O)N(C)C4CCS(=O)(=O)C4)c23)C1 (configuration not stated) = ABCB6 inh 2 = 99; N-glyco inh = -1; TLR9-MyD88 block = -9; Exocytosis inh = 6; MC4R barr agon = 0.6; NOD2 RIPK2 PPI = -6; MC4R antag cAMP = 8; Vif inh = 3; aDG glyco up = 0.0; ABHD5 PLIN5 PPI = -1
# Results for COc1ccc(CCNC(=O)c2cccc(S(=O)(=O)N3CCCCCC3)c2)cc1 = ABCB6 inh 2 = 91; N-glyco inh = -4; TLR9-MyD88 block = 4; Exocytosis inh = 0; MC4R barr agon = 0.8; NOD2 RIPK2 PPI = -3; MC4R antag cAMP = 3; Vif inh = -10; aDG glyco up = 0.5; ABHD5 PLIN5 PPI = -11

# High-throughput results from PubChem.
